Tb PGK inh: T. brucei PGK inhibition; P07378; PGK/GAPDH coupled, Kinase-Glo luminescence, 60 min; Potency, µM (titrated, usually from 57.5 µM), for inactives: at the highest dose activity change, negative = inhibition, most hits filed as inhibitors; 380,000 compounds, 0.043% hits; note: potency is the fitted concentration of half-maximal effect; % is set by controls: 0 for no effect and ±100 for the full control effect; nearly all actives have a fitted effect of over 60% in size
Target sequence (P07378 whole entry, looked up): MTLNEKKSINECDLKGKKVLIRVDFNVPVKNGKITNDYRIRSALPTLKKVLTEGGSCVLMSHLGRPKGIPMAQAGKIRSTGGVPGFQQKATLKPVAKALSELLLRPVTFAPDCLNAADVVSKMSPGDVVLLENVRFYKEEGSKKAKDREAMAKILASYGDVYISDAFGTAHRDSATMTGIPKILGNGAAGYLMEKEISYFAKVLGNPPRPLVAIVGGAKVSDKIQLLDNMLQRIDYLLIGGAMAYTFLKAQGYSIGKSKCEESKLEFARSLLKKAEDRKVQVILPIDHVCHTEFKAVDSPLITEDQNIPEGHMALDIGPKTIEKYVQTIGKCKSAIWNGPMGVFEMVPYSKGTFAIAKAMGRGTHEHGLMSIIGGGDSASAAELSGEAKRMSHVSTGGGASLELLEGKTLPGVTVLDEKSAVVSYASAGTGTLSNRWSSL
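Recombinant glycosomal PGK reaction used 1,3-bisphosphoglycerate generated in-well by GAPDH (100nM final) in 100mM TEA pH 7.6, 5mM MgCl2, 0.01% Tween-20. After 60 minutes at room temperature, ATP was read by Kinase-Glo Plus luminescence end-point.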
PI4K2A inh: PI4K2A (human) kinase inhibition; Q9BTU6; purified PI4K2A, ADP-Glo luminescence, 1 h; hits give low values; 420,000 compounds, 0.13% hits; activity change, negative = inhibition, % at 76.9 µM; in the data active = activity change below about -50%; inconclusive = mostly about -30% to -49%;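 note: -100% = wells without enzyme as full effect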
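Compounds are screened against recombinant PI4K2A using PI as substrate and ATP, the latter dispensed at 300 microM. Reactions run one hour at ambient temperature before ADP-Glo detection; full inhibition defined by wells lacking enzyme.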
BAZ2B inh: BAZ2B (human) inhibition. AlphaScreen BAZ2B-H3K14Ac peptide displacement. Potency, µM (doses to about 114 µM), for the others: at the top dose activity change, negative = inhibition, hits mostly inhibitors. 360,000 compounds, 4.4% hits. AID 504333; note: potency is the fitted concentration of half-maximal effect; % is set by controls: 0 for no effect and ±100 for the full control effect; nearly all actives have a fitted effect of over 60% in size
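In this displacement format the biotinylated H3(5-23) peptide acetylated at Lys14 serves as ligand at 50 nM, with BAZ2B at 50 nM in PBS pH 7.4 containing 0.01% Tween-20. Donor and acceptor beads are 10 ug/mL final.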
JMJD2A Tudor: inhibitors of human JMJD2A Tudor domain. AlphaScreen JMJD2A-Tudor / H3K4me3 peptide binding. Potency, µM (series often up to 114 µM), for the others: at the top dose activity change, negative = inhibition, actives largely listed as inhibitors. 390,000 compounds, 4.4% hits; note: potency is the fitted concentration of half-maximal effect; % is set by controls: 0 for no effect and ±100 for the full control effect; nearly all actives have a fitted effect of over 50% in size
ERG Ets-DNA blk: ERG Ets/DNA interaction inhibition. AID 624246. Potency, µM (highest dose often 76.9 µM), without a hit: at the highest dose FP activity, negative = inhibition, hits mostly inhibitors. P11308. fluorescence polarization, His-ERG Ets domain / labelled DNA. 370,000 compounds, 0.028% hits; active = well fitted inhibition curve with a large enough effect in the polarisation, with a control signal flat; inconclusive = small, poorly fitted or top-dose-only effect, or effect the other way, or a change in a side signal; inactive = no such curve, though single readings can be large or run the other way; the % refers to the polarisation;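 note: polarization taken with two DNA probes labelled with fluorescein and Texas red; potency is the fitted concentration of half-maximal effect; % of control where 0% means no effect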
Target sequence (P11308 whole entry, looked up, the tested form may be a part): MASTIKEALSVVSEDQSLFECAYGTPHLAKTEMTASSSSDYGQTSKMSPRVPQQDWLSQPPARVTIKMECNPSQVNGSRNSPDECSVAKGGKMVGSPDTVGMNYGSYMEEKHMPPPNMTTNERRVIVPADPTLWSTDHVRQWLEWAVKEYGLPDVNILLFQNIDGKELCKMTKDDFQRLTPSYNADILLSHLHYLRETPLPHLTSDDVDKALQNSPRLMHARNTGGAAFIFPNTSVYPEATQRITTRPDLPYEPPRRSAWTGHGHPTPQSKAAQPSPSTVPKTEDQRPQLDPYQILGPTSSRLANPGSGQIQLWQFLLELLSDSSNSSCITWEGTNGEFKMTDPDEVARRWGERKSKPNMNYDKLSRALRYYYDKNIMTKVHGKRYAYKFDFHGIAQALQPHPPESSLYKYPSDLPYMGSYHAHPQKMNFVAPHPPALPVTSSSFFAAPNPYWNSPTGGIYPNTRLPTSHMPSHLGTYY
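His-tagged ERG Ets domain (1 uM in the protein solution; 300mM KCl, 50mM Tris-HCl, 1mM EDTA, 1mM DTT, pH 7.5) received compound, then a probe mix of 5 nM fluorescein-DNA and 100nM Texas-615-DNA. Fluorescence polarization was read for both dyes.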
HP1b binding inh: HP1-beta chromodomain-methylated histone interaction inhibition. P83916. AlphaScreen HP1-beta / biotin-H3K9me3 peptide binding. Potency, µM (top dose mostly 114 µM), inactives show at the top dose activity change, negative = inhibition, hits mostly inhibitors. 390,000 compounds, 0.56% hits; note: potency is the fitted concentration of half-maximal effect; nearly all actives have a fitted effect of over 70% in size; inactives centre near 23
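HP1-beta protein (50 nM final) preincubated 30 min at room temperature with biotinylated H3(1-18)K9me3 peptide (50 nM) in PBS pH 7.4, 0.01% Tween-20, then compound added for 30 min. AlphaScreen streptavidin donor/nickel chelate acceptor beads (10 ug/mL final), 30 min dark, luminescence read.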
G9a block: blocks human histone lysine methyltransferase G9a; G9a H3K9 monomethylation, AlphaScreen, 2 h; Potency, µM (doses to about 102 µM), for the others: at the highest dose activity, negative = inhibition, usual class: inhibitors; 350,000 compounds, 8.8% hits; Q96KQ7; note: potency is the fitted concentration of half-maximal effect; % is set by controls: 0 for no effect and ±100 for the full control effect; nearly all actives have a fitted effect of over 75% in size
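AlphaScreen read-out: biotin-H3K9 peptide (500 nM) methylation by 20 nM enzyme with 20 uM SAM, 2 h at room temperature after 15 min compound preincubation; anti-monomethyl H3K9 antibody plus donor/acceptor beads, 10 min dark.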
Pin1 inh: inhibitors of human Pin1; Pin1 FP peptide displacement, HiFluor488, 10 min; Potency, µM (doses to about 115 µM), without a hit: top-dose activity, negative = inhibition, usual class: inhibitors; 390,000 compounds, 0.009% hits; AID 504891; active = well fitted inhibition curve with a large enough effect in the polarisation, with a control signal flat, not every such curve was filed as active; inconclusive = small, poorly fitted or top-dose-only effect, or effect the other way, or a change in a side signal; inactive = no such curve, though single readings can be large or run the other way; the % refers to the polarisation; note: potency is the fitted concentration of half-maximal effect; % is set by controls: 0 for no effect and ±100 for the full control effect
Target sequence (Q13526 whole entry, looked up): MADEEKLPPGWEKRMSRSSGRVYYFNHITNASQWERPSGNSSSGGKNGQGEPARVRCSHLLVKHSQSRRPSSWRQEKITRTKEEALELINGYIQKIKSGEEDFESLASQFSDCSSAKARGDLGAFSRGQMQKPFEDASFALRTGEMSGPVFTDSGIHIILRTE
GLS inhibitor: glutaminase GLS (human) inhibition; 410,000 compounds, 0.21% hits; GLS enzymatic activity, qHTS titration; AID 624170; Potency, µM (top dose mostly 45.5 µM), inactives show at the top dose activity change, negative = inhibition, usual class: inhibitors; note: potency is the fitted concentration of half-maximal effect; % is set by controls: 0 for no effect and ±100 for the full control effect
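hKGA in 45 mM KH2PO4 pH 8.2, 0.02% Tween-20 with pin-transferred compounds; 1 mM L-glutamine (stock) plus glutamate oxidase/HRP/Amplex Red coupling added. Fluorescence read initially and after 30 min at RT.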
Starred values were filed as active, the others as inactive; i = inactive; u = inconclusive; x = not tested or not shown; [ ] = another dose, or the depositor's remark. Unless noted, calls come from the whole dose curve; as a rule, active = well fitted curve in the direction sought with a large enough effect; inconclusive = small, poorly fitted or top-dose-only effect, or another doubt; inactive = no such curve, though single readings can be large; an effect the other way counts as inactive or inconclusive.

SMILES	Tb PGK inh	PI4K2A inh	BAZ2B inh	JMJD2A Tudor	ERG Ets-DNA blk	HP1b binding inh	G9a block	Pin1 inh	GLS inhibitor
Cc1nn(-c2ccccc2)c(Cl)c1/C=C1\SC(=S)N(CCCCCC(=O)O)C1=O	-13.7%	-0.5	u	u	24.6%	u	7.7%[12.7 µM]	-3.3%	8.4%
Clc1ccc(-c2cc(C3CCNCC3)[nH]n2)cc1	-10.1%	2.0	-1.3%	-26.8%	7.5%	-16.7%	u	u	3.4%
COc1ccc(C/C(C)=N/NC(=S)Nc2ccccc2)cc1	x	0.6	-10.0%	-34.3%	-12.3%	27.0%	u	-3.7%	4.6%
O=C1C2C(C(=O)N1c1ccc3c(c1)OCO3)C1C=CC2C12CC2 (stereo not drawn)	-1.6%	0.8	1.0%	-8.1%	x	15.4%	11.1%[59 µM]	-1.4%	-0.5%
COc1ccc(Cl)cc1NC(=O)COC(C)=O	-0.1%	-4.2	-2.6%	-5.4%	u	38.4%	-3.6%	0.0%	-10.7%
CC(CCc1ccccc1)NC(=O)c1cccnc1 (stereo not drawn)	0.8%	-1.6	8.2%	-6.4%	6.7%	55.4%[activator]	5.0%[59 µM]	2.8%	-9.0%
CCCn1c(SCC(=O)Nc2nnc(C)s2)nnc1C1CC1	-2.5%	1.0	-37.1%	8.2%	5.2%	46.3%[activator]	-0.4%	-3.8%	-3.0%
Cn1cccc1CNC(=S)Nc1ccccc1Cl	-5.6%	-0.5	-37.6%	-3.4%	-4.4%	35.9%[activator]	u	-8.3%	0.0%
Cc1cccc(C)c1NC(=O)CN(C)C(=O)c1cc(S(=O)(=O)N2CCOCC2)ccc1N1CCCC1	i	-8.3	u	-9.6%	13.3%	21.8%	4.9%[0.501 µM]	-1.0%	0.9%
COc1cc2cc(C(=O)O)[nH]c2c(OC)c1OC	-1.0%[11.5 µM]	2.0	u	-11.9%	x	28.9%	-11.6%[59 µM]	-10.8%	-1.8%
Cc1ccsc1CN(C(=O)COc1ccccc1Cl)C1CCS(=O)(=O)C1 (stereo not drawn)	x	2.5	-2.5%	-19.1%	9.0%	17.1%	6.2%[59 µM]	3.4%	-0.9%
COc1ccc(C2CC(c3cccs3)=NN2C(=O)c2ccco2)cc1OC (stereo not drawn)	i	2.1	u	-27.0%	7.0%	-8.6%	-3.4%[59 µM]	-4.9%	19.5%
Fc1ccc(/C=N/NC(=S)Nc2cccnc2)cc1	i	1.8	u	-31.5%	-16.1%	47.6%[activator]	-40.3%	-7.7%	18.5%
COc1cccc(OC)c1C(=O)Nc1c(C(=O)N2CCN(C)CC2)oc2ccccc12	i	2.1	-3.5%	16.7%	2.9%	52.9%[activator]	-1.6%[59 µM]	5.7%	-9.3%
Cc1csc2nc(-c3cccc(NC(=O)c4ccc(S(N)(=O)=O)cc4)c3)cn12	i	2.5	3.2%	-21.8%	7.7%	14.8%[57 µM]	9.2%[59 µM]	-2.6%	-7.9%
CCCCn1c(N)c(N(CC(C)C)C(=O)COC(=O)Cc2c(C)nc3ccccc3c2C)c(=O)[nH]c1=O	i	-1.1	-6.3%	5.6%	9.3%	21.4%	-3.5%[12.7 µM]	-4.3%	-7.1%
Cc1cccc(C)c1OCC(=O)NCc1nnc(SCC(=O)NC2CCCCC2)n1C	i	-0.8	7.0%	-7.2%	-1.4%	27.6%	9.3%[59 µM]	-4.6%	1.6%
Cc1ccc(CSc2ncnc3c2cnn3-c2ccc(C)cc2)cc1	1.2%	1.7	10.1%	6.8%	-4.8%	54.0%[activator]	12.5%	-0.1%	-0.7%
COc1cccc(NC(=O)Cn2c(=O)ccc3cc(S(=O)(=O)N4CCC(C)CC4)ccc32)c1	i	1.6	-1.3%	-20.0%	20.3%	20.9%[57 µM]	0.0%[59 µM]	2.7%	-10.1%
COc1cc(CC(=O)OCC(=O)Nc2ncc(Cl)cc2Cl)cc(OC)c1OC	-11.0%	-3.5	10.6%	-5.4%	1.6%	12.8%	-13.1%[59 µM]	7.8%	-16.9%
O=C(Cc1ccccc1)Nc1ccc(NC(=O)c2ccccc2)c(Cl)c1	-1.4%	-3.0	0.5%	-15.4%	-6.6%	9.1%	x	2.5%	3.4%
CCCCOc1ccc(C(=O)Nc2ccc(SC(F)F)cc2)cc1OC	-3.0%	0.7	7.2%	-8.3%	2.4%	26.2%	21.5%[59 µM]	u	1.2%
COCCNC(=O)[C@@]1(Cc2ccccc2)C=C[C@@H](C)N1C(C)=O	-7.3%	-3.5	2.6%	-18.3%	14.0%	22.2%	u	-4.4%	7.1%
O=C(c1ccc2c(c1)OCCO2)C1CCN(S(=O)(=O)c2ccc(F)cc2)CC1	-7.0%	1.0	-7.0%	-7.7%	6.4%	48.0%[activator]	u	2.1%	7.6%
COc1ccc(-c2cc(C(F)(F)F)n3nc(C)c(-c4ccccc4)c3n2)cc1OC	0.4%	3.3	5.3%	6.2%	-2.9%	36.1%	8.2%[59 µM]	-6.8%	7.4%
COc1ccccc1NC(=O)Cn1c(=O)n(CCc2ccccc2)c(=O)c2c3c(sc21)CN(C(C)=O)CC3	-5.5%	3.7	-4.9%	-8.7%	2.2%	15.5%	-0.4%[59 µM]	u	2.9%
CC(Sc1ncnc2sc(-c3ccccc3)cc12)C(=O)NCC1CCCO1 (stereo not drawn)	-2.5%	1.7	11.9%	-6.8%	-11.9%	30.4%	26.8%[2.33 µM]	4.8%	1.0%
CC1CCN(S(=O)(=O)c2ccc3c(c2)N(CC(=O)N(C)Cc2ccco2)C(=O)CO3)CC1	i	-3.3	-37.4%	3.9%	14.3%	44.9%[activator]	10.6%[59 µM]	7.6%	-1.9%
COc1ccccc1OCCn1cc(C(=O)c2ccco2)c2ccccc21	-4.7%	1.5	-34.8%	-19.0%	-10.9%	27.5%	u	9.0%	1.8%
Cc1ccc(C2=NN(S(C)(=O)=O)C(c3ccc4nccnc4c3)C2)cc1 (stereo not drawn)	-1.1%	-7.0	6.2%	-4.3%	-19.0%	36.3%	-3.0%[59 µM]	-0.9%	-2.3%
CCOC(=O)C1CN(S(=O)(=O)c2ccc(OC)cc2)c2cc(S(=O)(=O)CC)ccc2O1 (stereo not drawn)	-8.9%	-0.5	-25.6%	-3.7%	-3.5%	26.1%	56.2%[activator][59 µM]	0.9%	-2.1%
COc1cccc(CNCCSc2nnnn2C)c1OCc1ccccc1Cl	-2.3%	0.2	-22.0%	-2.2%	1.3%	35.2%	-3.7%[59 µM]	-6.2%	1.6%
CNC(=S)N/N=C/c1ccc(C(C)C)cc1	6.6%	6.4	x	u	-0.2%	-2.0%	x	-1.4%	u
O=C1COc2ccc(S(=O)(=O)N3CCN(c4cccc(Cl)c4)CC3)cc2N1	1.7%	-2.4	-4.1%	5.1%	14.5%	40.7%[activator]	x	9.6%	4.6%
COc1cccc(Nc2nnc(SCC3CCCCO3)s2)c1 (stereo not drawn)	8.0%	4.4	-10.3%	-11.7%	-6.3%	28.4%	-8.9%	3.8%	13.4%
CCC1CCC(NC(=O)Nc2cccc(OC)c2)CC1 (stereo not drawn)	-0.5%	-3.4	-14.6%	-2.1%	u	37.0%[activator]	x	-4.1%	-9.4%
O=c1oc2ccccc2c(O)c1C=Nc1cccnc1	-1.9%	-4.0	-23.3%	u	3.1%	-11.6%	50.1µM*	3.9%	-17.4%
Nn1cnc2c([nH]c3ccccc32)c1=O	-5.7%	-0.7	4.8%	-9.2%	1.1%	28.0%	74.6%[activator][59 µM]	-2.4%	8.4%
COc1cccc(-c2cc(C(=O)NC3CCCCC3)no2)c1	7.0%	-4.5	1.7%	-5.7%	-2.1%	19.5%	-3.4%[59 µM]	0.1%	2.0%
COc1cccc(NC(=O)N(Cc2cc3cc(C)cc(C)c3[nH]c2=O)CC2COCCO2)c1 (stereo not drawn)	2.7%	11.1	-11.6%	-11.0%	-2.2%	18.2%	8.1%[59 µM]	-4.7%	3.1%
Cc1ccc(S(=O)(=O)N2CCCCC2)cc1C(=O)N(C)CC(=O)Nc1ccc(Cl)c(C(F)(F)F)c1	8.0%	1.5	-10.7%	-13.4%	5.9%	43.8%[activator]	-4.8%	10.9%	-0.9%
Cc1ccccc1SCC(=O)NCCCn1ccnc1	-9.1%	-3.1	-2.2%	-13.4%	-2.6%	0.7%	21.6%[59 µM]	-1.6%	1.3%
CCCCCCC1CCC(c2nc(-c3ccncc3)no2)CC1 (stereo not drawn)	-6.8%	1.6	0.0%	23.0%	6.4%	132.1%[activator]	11.2%	8.2%	3.3%
COc1ccc(NC(=O)N(CCCN(C)C)Cc2cc3cc(OC)ccc3[nH]c2=O)cc1	i	-3.7	-38.1%	-20.5%	6.8%	3.8%	-48.6%	-4.9%	-4.4%
COc1cc2c(cc1OC)CN(CC(=O)Nc1ccccc1SC)CC2	2.6%	3.3	-26.6%	-20.0%	-16.4%	17.4%	-38.1%	-5.3%	2.4%
COc1ccc(Cn2c(=O)n(Cc3ccco3)c(=N)c3c4c(sc32)COC(C)(C)C4)cc1	-2.3%	5.1	-37.8%	-34.6%	-2.3%	-18.5%	u	u	0.4%
